POLH inh – inhibitors of human DNA polymerase eta | Q9Y253 | Potency, µM (series often up to 114 µM), for inactives: at the highest dose activity change, negative = inhibition, usual class: inhibitors | 390,000 compounds, 1.2% hits | AID 588591 | recombinant Pol eta, fluorescent DNA replication assay; note: % is set by controls: 0 for no effect and ±100 for the full control effect
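Pol eta at 10 nM preincubated with compounds 15 min at room temperature; reaction started with fluorescent substrate (50 nM final) and read kinetically at 0 and 10 min.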
Pol iota inh – blocks human DNA polymerase iota activity | Q9UNA4 | Pol iota fluorescent replication assay, 10 min | Potency, µM (highest dose often 115 µM), for the others: at the highest dose activity, negative = inhibition, hits mostly inhibitors | 390,000 compounds, 1% hits
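Pol iota at 10 nM preincubated 15 min with compounds at room temperature; reaction started with fluorescent substrate, 50 nM final. Fluorescence read kinetically at 0 and 10 min; buffer-only wells as negative control.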
POLK inh – inhibitors of human DNA polymerase kappa; purified Pol kappa, fluorescent DNA synthesis assay, 10 min; 400,000 compounds, 0.53% hits; AID 588579; Potency, µM (titrated, usually from 107 µM), inactives show top-dose activity, negative = inhibition, usual class: inhibitors; note: % is set by controls: 0 for no effect and ±100 for the full control effect
Target sequence (Q9UBT6 whole entry, looked up): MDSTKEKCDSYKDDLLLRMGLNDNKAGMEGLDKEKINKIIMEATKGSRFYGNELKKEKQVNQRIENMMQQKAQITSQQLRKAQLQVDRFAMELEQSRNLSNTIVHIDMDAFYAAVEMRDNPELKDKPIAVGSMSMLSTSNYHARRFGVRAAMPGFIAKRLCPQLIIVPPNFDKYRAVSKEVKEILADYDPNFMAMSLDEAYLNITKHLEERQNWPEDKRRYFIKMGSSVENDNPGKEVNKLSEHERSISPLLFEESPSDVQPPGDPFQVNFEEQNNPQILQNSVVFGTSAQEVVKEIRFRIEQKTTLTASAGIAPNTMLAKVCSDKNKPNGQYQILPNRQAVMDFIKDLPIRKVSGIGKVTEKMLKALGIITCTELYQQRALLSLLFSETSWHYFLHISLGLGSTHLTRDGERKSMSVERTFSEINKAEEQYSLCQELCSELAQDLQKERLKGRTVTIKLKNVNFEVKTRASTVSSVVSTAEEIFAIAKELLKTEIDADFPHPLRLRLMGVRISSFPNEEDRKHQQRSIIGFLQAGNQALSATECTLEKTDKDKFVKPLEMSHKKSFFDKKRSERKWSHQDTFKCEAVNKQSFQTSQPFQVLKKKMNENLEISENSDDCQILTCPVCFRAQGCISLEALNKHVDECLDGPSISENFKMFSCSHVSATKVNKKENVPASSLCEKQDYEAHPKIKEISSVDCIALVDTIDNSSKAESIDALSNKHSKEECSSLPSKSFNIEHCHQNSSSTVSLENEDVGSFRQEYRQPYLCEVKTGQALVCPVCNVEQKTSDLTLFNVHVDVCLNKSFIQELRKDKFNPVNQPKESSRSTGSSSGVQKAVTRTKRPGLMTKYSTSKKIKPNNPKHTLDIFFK
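10 nM Pol kappa preincubated 15 min at room temperature with compounds, then reaction started with substrate at 50 nM final. Fluorescence read kinetically at 0 and 10 min; buffer-only wells served as negative control.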
G9a block – inhibitors of human histone lysine methyltransferase G9a | G9a H3K9 monomethylation, AlphaScreen, 2 h | Potency, µM (highest dose often 102 µM), for the others: at the highest dose activity, negative = inhibition, usual class: inhibitors | 350,000 compounds, 8.8% hits | AID 504332; note: % is set by controls: 0 for no effect and ±100 for the full control effect; nearly all actives have a fitted effect of over 75% in size
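Readings reflect AlphaScreen signal from monomethyl-H3K9 antibody detection. HMT at 20 nM; substrate b-H3K9 500 nM; cofactor SAM 20 uM; 2 h RT reaction; compounds tested as titrations in qHTS with 15 min preincubation.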
BLM helicase inh – blocks DNA unwinding by human BLM helicase. P54132. recombinant BLM DNA unwinding, fluorescence dequenching. Potency, µM (top dose mostly 56.1 µM), without a hit: at the highest dose activity change, negative = inhibition, most hits filed as inhibitors. 350,000 compounds, 0.2% hits;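 note: plate controls were vehicle for no effect and no enzyme for full effect; nearly all actives have a fitted effect of over 35% in size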
BAZ2B block – blocks human BAZ2B | Q9UIF8 | AlphaScreen BAZ2B-H3K14Ac peptide displacement | Potency, µM (top dose mostly 114 µM), inactives show top-dose activity change, negative = inhibition, most hits filed as inhibitors | 360,000 compounds, 4.4% hits | AID 504333; note: % is set by controls: 0 for no effect and ±100 for the full control effect; nearly all actives have a fitted effect of over 60% in size
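Compounds, titrated to a top concentration of 110 uM, were incubated 30 min at room temperature with preformed BAZ2B/acetyl-K14 H3 peptide complex (50 nM each). Proximity signal was measured by AlphaScreen after 20 min with beads.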
Anesthetic bind – candidate novel general anesthetic via apoferritin binding. P02791. apoferritin/1-aminoanthracene competitive binding, fluorescence. Potency, µM (top dose mostly 77.5 µM), for the others: top-dose activity change, negative = displacement, hits mostly inhibitors. 350,000 compounds, 0.074% hits; note: % is set by controls: 0 for no effect and ±100 for the full control effect; nearly all actives have a fitted effect of over 20% in size
Target sequence (P02791 2-175 limits assumed): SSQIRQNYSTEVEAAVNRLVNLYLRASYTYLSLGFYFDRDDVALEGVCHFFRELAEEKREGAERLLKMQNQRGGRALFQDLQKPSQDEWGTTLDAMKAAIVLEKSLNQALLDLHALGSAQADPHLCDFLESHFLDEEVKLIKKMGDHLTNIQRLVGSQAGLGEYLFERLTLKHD
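Apoferritin-based anesthetic binding model; compound displacement of fluorescent 1-AMA measured as endpoint fluorescence after 10 minutes at room temperature, scaled to free-ligand and complex controls.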
POLB inh – inhibitors of human DNA polymerase beta | 340,000 compounds, 1.3% hits | Potency, µM (top dose mostly 114 µM), for inactives: top-dose activity change, negative = inhibition, actives largely listed as inhibitors | P06746 | Pol beta primer extension/strand displacement, fluorescence kinetic; note: % is set by controls: 0 for no effect and ±100 for the full control effect
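Homogeneous kinetic assay of primer extension and strand displacement by 10 nM Pol beta, preincubated 15 min at room temperature with compound before 50 nM substrate (final) was added. Read at 0 and 10 min; four-parameter Hill fit.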
APEX1 inh – APE1 (human) endonuclease inhibition; P27695; recombinant APE1, TAMRA/BHQ-2 abasic DNA cleavage fluorescence; Potency, µM (highest dose often 65.8 µM), for inactives: at the top dose activity change, negative = inhibition, usual class: inhibitors; 350,000 compounds, 0.35% hits; AID 2517;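 note: plate controls were vehicle for no effect and reference inhibitor for full effect; nearly all actives have a fitted effect of over 55% in size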
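Quantitative HTS: incision of a TAMRA/BHQ-2 double-stranded substrate bearing a tetrahydrofuran abasic site by 0.75 nM APE1 raises fluorescence. Substrate 50 nM final, added after 15 min compound preincubation at room temperature; progress as third-minus-first kinetic read difference.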
Numbers without * were called inactive; ? = inconclusive; · = no result given; [ ] = remark or other dose. Calls come from the whole dose curve; as a rule, active = well fitted curve in the direction sought with a large enough effect; inconclusive = small, poorly fitted or top-dose-only effect, or another doubt; inactive = no such curve, though single readings can be large; an effect the other way counts as inactive or inconclusive. Potency is the fitted concentration of half-maximal effect. Only part of the results is shown; the hit share may differ from the screen's.

SMILES	POLH inh	Pol iota inh	POLK inh	G9a block	BLM helicase inh	BAZ2B block	Anesthetic bind	POLB inh	APEX1 inh
Cn1c(=O)n(C)c2cc(CNc3ccc(N4CCOCC4)c(C(=O)O)c3)ccc21	3%	0%	-7%	1%[12.7 µM]	-4%	?	3%	3%	-3%
CCCNc1c(NS(=O)(=O)c2ccc(C(C)(C)C)cc2)c(=O)oc2ccccc12	-16%	-8%	-16%	23%	0%	-19%	-9%	29%	30%[activator]
O=C(/C=C1\NCC2c3ccccc3CCN2C1=O)c1ccccc1 (configuration not stated)	-16%	15%	-8%	-10%[0.0925 µM]	-6%	?	-18%	-3%	21%
NC(=O)C1=C[C@H](c2csc3ccccc23)C[C@H](OCCCCO)O1	-4%	19%	5%	·	-3%	-21%	-17%	-22%	-3%
CC(=O)NCCNC(=O)C1CCC(CNc2nc(=S)[nH]c3ccccc23)CC1 (configuration not stated)	-19%	30%	3%	9%	2%	-1%	-8%	-7%	1%
Cn1nnc(NC(=O)c2ccc(Br)o2)n1	-8%	17%	-7%	·	1%	-4%	-11%	77%	-4%
CN(CC(=O)Nc1ccc(Cl)cc1)C(=O)c1cccc(S(=O)(=O)NCc2ccccc2)c1	-9%	-1%	-29%	·	-3%	-5%	-15%	-7%	-4%
Cc1cccc(CNc2cc(-c3ccc(N(C)C)cc3)ncn2)c1	·	·	-13%[60.1 µM]	·	-5%	·	-6%	·	2%
C/C(=N\NC(=O)C1COc2ccccc2O1)c1ccc(C)o1 (configuration not stated)	6%	4%	-6%	-16%	-2%	2%	-17%	1%	-1%
COC(=O)c1ccccc1NC(=O)c1cc(=O)c2ccc(C)c(C)c2o1	-18%	28%	-14%	-5%[59 µM]	0%	0%	0%	3%	·
Cc1ccc(N2CCN(C(=O)c3cn(C)c4ccc(S(=O)(=O)N(C)C)cc4c3=O)CC2C)cc1 (configuration not stated)	-11%	21%	-8%	?	-2%	·	-7%	6%	·
CCOC(=O)C(C(=O)N(C)C)c1ncc(C(F)(F)F)cc1Cl (configuration not stated)	-2%	10%	-11%	-46%[12.7 µM]	-2%	-1%	0%	37%	11%
Cc1ccc(NC(=O)N2CC3CCCN3c3ccccc32)c(C)c1 (configuration not stated)	-12%	9%	-30%	-4%[59 µM]	-7%	7%	-19%	-4%	·
CSc1nc(N)c(C#N)c(-c2ccc(Cl)cc2)c1C#N	-9%	-2%	-7%	5%[59 µM]	-8%	8%	-2%	5%	-6%
N#Cc1ccc(/C=C(\C(=O)C(=O)O)c2ccc3ccccc3n2)cc1	-2%	15%	-11%	-17%[12.7 µM]	-1%	79µM*	1%	16%	-7%
Cc1cccc(NC(=O)CSc2nnc(-c3cnccn3)n2Cc2ccco2)c1	-5%	-3%	-1%	9%[12.7 µM]	0%	-32%	-8%	1%	2%
CCOc1ccc(C2C(C#N)=C(N)N(c3sc4c(c3C#N)CCCC4)C3=C2C(=O)CCC3)cc1 (configuration not stated)	-19%	9%	-10%	-10%[59 µM]	-4%	-5%	-19%	-2%	-6%
O=C(N/N=C\c1ccc(-c2ccccc2[N+](=O)[O-])o1)C1COc2ccccc2O1 (configuration not stated)	?	30%[activator]	-6%	28µM*	-11%	?	-6%	6%	-3%
Cc1nn(-c2ccccc2)c(C)c1NC(=O)COC(=O)c1cc(Br)ccc1O	-2%	?	-4%	8%[12.7 µM]	·	8%	·	·	-5%
Cn1c(CNc2ccccc2O)nc2ccccc21	-12%	7%	-25%	3.5µM*	1%	?	?	0%	-2%
CC(=O)c1c(C)[nH]c(C(=O)OCC(=O)c2c[nH]c3ccccc23)c1C	1%	79µM*	-6%	-66%[12.7 µM]	·	0%	·	·	-16%
CCC(=O)NCCCC[C@H](NC(=O)OCc1ccccc1)C(=O)Nc1ccc2c(C)cc(=O)oc2c1	·	·	9%[60.1 µM]	·	-3%	·	-24%	·	-1%
CC(C)COc1ccc(C(=O)OCCN2CCOCC2)cc1	-10%	-6%	3%	?	0%	0%	-10%	13%	4%
CCOC(=O)C1=NOC(CNc2ncc(C(F)(F)F)cc2Cl)C1 (configuration not stated)	-12%	34%[activator]	5%	34%[12.7 µM]	-9%	-3%	-22%	-20%	-4%
CC(=O)c1cccc(NC(=O)N2CCCC2C(=O)Nc2ccc3c(c2)OCCO3)c1 (configuration not stated)	0%	-17%	0%	6%	-4%	-15%	?	9%	6%
CCNC(=O)NC(=O)COC(=O)C1CSC2(C)CCC(=O)N12 (configuration not stated)	-7%	30%	5%	-5%	-9%	-12%	-11%	9%	-3%
Cc1cc(C)cc(NS(=O)(=O)c2c(C)[nH]c(=O)[nH]c2=O)c1	-7%	117%[activator]	1%	-27%	-1%	1%	-1%	7%	37%[activator]
NC(=O)c1ccsc1NC(=O)CSc1n[nH]c(N)n1	-6%	?	-15%	·	·	·	·	·	2%
CCc1cccc(CC)c1-n1nnc2c(sc3nc(C)cc(C)c32)c1=O	-14%	8%	-9%	7%[59 µM]	-1%	-1%	7%	0%	·
CN(C)CCCN(C(=O)c1ccc2ccccc2c1)c1nc2cc3c(cc2s1)OCO3	-16%	-21%	-12%	?	25%	?	-18%	-29%	23%
Cn1c(=O)c2cc(NC(=O)c3ccccc3Cl)c(=O)oc2n(C)c1=O	-7%	?	-4%	?	-2%	5%	-14%	9%	-1%
CCOC(=O)c1c(NC(=O)c2cc(C)on2)sc(C)c1C	14%	-3%	2%	3.2µM*	-2%	6%	0%	2%	·
Nn1c(SCC(=O)Nc2ccc3c(c2)OCO3)nnc1C1CCCCC1	2%	16%	-4%	4%[59 µM]	-6%	-3%	5µM*	3%	4%
CCOC(=O)c1c(-c2ccc(C)cc2)csc1NC(=O)c1cc2ccccc2oc1=O	-16%	-16%	8%	3%[0.501 µM]	-7%	40µM*	?	?	-3%
CCCN(CCC)CCCNC(=O)C(NS(=O)(=O)c1ccc2c(c1)CCC(=O)N2)c1ccccc1 (configuration not stated)	-1%	17%	-6%	8%	-4%	0%	-4%	11%	-1%
Cc1nc2ccccc2c2c1C(=O)N(C1CCCCCCC1)C2=O	-7%	9%	-5%	-1%[59 µM]	-1%	-5%	-16%	0%	-2%
O=C(c1cccc(S(=O)(=O)N2CCCC2)c1)N1CCN(Cc2ccccc2)CC1	-1%	-26%	-14%	5%[12.7 µM]	·	12%	·	·	-6%
COCCCNC(=O)CS(=O)Cc1nc(-c2ccccc2C)oc1C (configuration not stated)	-9%	-18%	-3%	?	-2%	-13%	-9%	0%	0%
Cc1ccnc(NC(=O)C2COc3ccccc3O2)c1 (configuration not stated)	-8%	?	-6%	-26%[59 µM]	-8%	-25%	?	2%	2%
Nc1c(NCCCN2CCOCC2)c2ccccc2oc1=O	-8%	15%	-4%	10%[59 µM]	-7%	-4%	-10%	-15%	-3%
Cc1cccc(NC(=O)CS(=O)CC(=O)Nc2cnc3ccccc3c2)c1C (configuration not stated)	9%	27%	-16%	-3%	-6%	1%	?	-17%	1%
CCOC(=O)C1CCN(S(=O)(=O)c2cnc[nH]2)CC1	-10%	-4%	-20%	8%[12.7 µM]	1%	10%	-1%	14%	7%
CN(C)CCCn1c(SCCN2C(=O)c3ccccc3C2=O)nc2ccccc2c1=O	-3%	123%[activator]	-10%	19%[12.7 µM]	-2%	-15%	-6%	21%	?
O=C(COC(=O)[C@@H]1CC(O)CN1S(=O)(=O)c1ccc2c(c1)OCCO2)Nc1cc(F)ccc1F (some centres not stated)	-21%	2%	3%	·	·	·	·	·	8%
CC(C)c1nnc(NC(=O)CS(=O)(=O)Cc2ccccc2)s1	-10%	4%	-3%	·	4%	?	-7%	-2%	11%
CCOc1ccc(CN2C(=O)c3ccccc3Sc3ccc(C(=O)OC)cc32)cc1	-21%	14%	-2%[60.1 µM]	13%[59 µM]	-8%	3%	-7%	6%	·
COc1ccccc1C(=O)Nc1nnc(C)s1	6%	14%	-7%	-3%[59 µM]	-2%	-8%	-10%	-1%	0%
CC1CN(C(=O)c2cc(S(=O)(=O)N3CCCC3)ccc2Cl)CC(C)O1 (configuration not stated)	-11%	60%[activator]	-4%	11%	1%	-6%	-4%	5%	17%
C[C@H](NC(=O)c1[nH]cnc1C(=O)Nc1ccc(CNC(=O)OC(C)(C)C)cc1)C(=O)OCc1ccccc1	-14%	36%	-14%	?	-4%	3%	-4%	-12%	-2%
CC(NCCS(=O)(=O)c1ccc(Cl)cc1)c1cccc(Cl)c1 (configuration not stated)	-3%	87%[activator]	-8%	-9%[59 µM]	-4%	10%	2%	0%	36%[12.4 µM]

(listing goes on)
SMILES	POLH inh	Pol iota inh	POLK inh	G9a block	BLM helicase inh	BAZ2B block	Anesthetic bind	POLB inh	APEX1 inh
O=C(Nc1ccc(N2CCOCC2)cc1N1CCOCC1)c1ccc(F)cc1	6%	31%[activator]	-7%	·	·	·	·	·	14%
CC(=O)c1cccc(NC(=O)C2CC(=O)N(CCc3ccccc3)C2)c1 (configuration not stated)	-6%	4%	-6%	13%	-1%	-10%	-15%	5%	11%
C/C(=N\NC(=O)COc1cccc2ccccc12)c1cccs1	-1%	11%	-22%	·	0%	-9%	-19%	4%	-18%
O=C(N[C@H]1C/C=C\C(c2ccc(F)cc2)N(Cc2ccccc2)C(=O)C1)OCC1c2ccccc2-c2ccccc21 (some centres not stated)	-10%	17%	-2%	·	·	·	·	·	8%

Assay outcomes from PubChem.
